Screening results as filed in PubChem BioAssay.
HCT116 bCat-KO: beta-catenin-lacking colon tumor cell growth suppression | 140,000 tested, 1.5% active | HCT116 beta-catenin knockout viability, CellTiter-Glo, 60 h; hits give low values | viability, % at 10 µM;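 active = viability at or under a set limit, the compound median less 4 SD, cut at about 6% in these data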;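 note: 0% = Hyamine 1622 control at 20 µM and 100% = untreated cell control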
Yeast lifespan up: extends the lifespan of yeast | S. cerevisiae growth with nicotinamide, OD615; deaD strain in restrictive glucose medium | inhibition of the nicotinamide effect, % at 10 µM | 130,000 tested, 0.68% active | AID 775;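 active = inhibition above a set limit, placed 3 SD over the median of all compounds, cut at about 26% in these data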;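 note: 0% = nicotinamide-treated wells and 100% = cells grown without nicotinamide; some compounds called inactive have numbers as strong as hits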
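Assay system: engineered S. cerevisiae DeaD replicative-lifespan strain, galactose-grown log-phase cells; Buffer or medium: CSMM-D glucose medium, restrictive; Probe or stimulus: nicotinamide 1.5 mM; Compound: single dose 10 µM compound, 0.25% DMSO; Schedule: 4 h preincubation then 48 h treatment at 30 °C; Technique: OD615 measurement.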
HCT116 PTEN-null: PTEN-deleted cell growth suppression | HCT116 PTEN-null viability, CellTiter-Glo, 60 h; hits give low values | viability, % at 10 µM | 140,000 tested, 1.2% active;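 active = viability at or below a set limit, 4 SD under the median of all tested compounds, cut at about 3.7% in these data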;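 note: PTEN knockout HCT116 line with beta catenin targeted HCT116 as companion control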
Yeast growth inh: reduces growth of yeast BB579 in restrictive medium; S. cerevisiae BB579 growth, OD615, 48 h; inhibition, % at 10 µM; 140,000 tested, 0.51% active;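 active = inhibition above a set limit, 3 SD over the mean compound inhibition, cut at about 44% in these data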; note: inactives centre near -24
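controls = amphotericin B 10 µg/mL, positive | assay system = DeaD yeast strain BB579 | schedule = 48 h compound exposure at 30 °C after 4 h preincubation | detection = OD615 turbidity measurement | medium = restrictive CSMM-D medium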
Measles CPE: protection of cells from measles virus; 140,000 tested, 1.5% active; protection (pct of control), % at 4 µM; Measles virus-infected cells, CPE protection, absorbance; in the data active = protection mostly above about 24%, no sharp cut-off; inactive = mostly below about 26%; note: some compounds called inactive have numbers as strong as hits
Phagocyt inh: macrophage phagocytosis inhibition. J774A.1 macrophage IgG-bead phagocytosis, imaging. inhibition, % at 5 µM. 110,000 tested, 0.07% active;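 active = inhibition above the mean of the plate negative controls plus 5 SD, cut at about 13% in these data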;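 note: phagocytic index as fraction of beads internalized from green versus red external bead signal; plate controls were DMSO negative control for no effect and cytochalasin-D positive control for full effect; some results beyond the cut were filed as inactive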
MRP1 act: activates MRP-1. H69AR cells + doxorubicin, viability rescue, CellTiter-Glo. viability increase, % at 10 µM. 140,000 tested, 0.61% active;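 active = viability gain under doxorubicin at or above a set limit, the compound median plus 3 SD, cut at about 4.7% in these data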;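 note: MRP-1 overexpressing cells given doxorubicin 25 µM after compound pretreatment; 18-22 h compound pretreatment then 72 h with doxorubicin before readout; 0% = doxorubicin-only wells and 100% = vehicle-treated cells without doxorubicin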
E-sel TNF inh: blocks E-selectin expression induced by TNF alpha; inhibition, % at 2 µM; HUVEC TNFa-induced E-selectin immunofluorescence, high content; 120,000 tested, 0.71% active;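 active = inhibition above the batch mean plus 3 SD, and confirmed as a hit on visual image review, cut at about 43% in these data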;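 note: 0% = TNF-stimulated DMSO wells and 100% = unstimulated control wells; not every result past the cut was called active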
GALR2 blocker: antagonists of human galanin receptor 2 (GALR2); GALR2-expressing cells, antagonist mode; inhibition, % at 4 µM; 140,000 tested, 0.39% active; in the data active = inhibition above about 27%;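 note: cells stimulated with galanin 1-16 at roughly its EC80; 0% = agonist challenge control and 100% = basal control without agonist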
Target sequence (O43603 whole entry, looked up): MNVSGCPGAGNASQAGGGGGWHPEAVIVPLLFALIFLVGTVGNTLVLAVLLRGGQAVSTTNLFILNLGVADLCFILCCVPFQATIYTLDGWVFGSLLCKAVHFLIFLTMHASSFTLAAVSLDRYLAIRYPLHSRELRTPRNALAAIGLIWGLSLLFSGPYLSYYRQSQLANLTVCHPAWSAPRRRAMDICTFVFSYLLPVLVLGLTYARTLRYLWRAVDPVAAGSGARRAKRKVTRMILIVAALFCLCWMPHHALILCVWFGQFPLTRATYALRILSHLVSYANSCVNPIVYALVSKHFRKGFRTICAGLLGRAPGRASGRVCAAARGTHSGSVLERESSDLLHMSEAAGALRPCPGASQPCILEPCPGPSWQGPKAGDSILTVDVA
NPY-Y2 antag: blocks the human neuropeptide Y Y2 receptor; NPY-Y2 expressing cells, antagonist mode; P49146; inhibition, % at 2.7 µM; 140,000 tested, 0.99% active; in the data active = inhibition above about 17%;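 note: 0% = vehicle with agonist challenge and 100% = reference antagonist with challenge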
Target sequence (P49146 whole entry, looked up): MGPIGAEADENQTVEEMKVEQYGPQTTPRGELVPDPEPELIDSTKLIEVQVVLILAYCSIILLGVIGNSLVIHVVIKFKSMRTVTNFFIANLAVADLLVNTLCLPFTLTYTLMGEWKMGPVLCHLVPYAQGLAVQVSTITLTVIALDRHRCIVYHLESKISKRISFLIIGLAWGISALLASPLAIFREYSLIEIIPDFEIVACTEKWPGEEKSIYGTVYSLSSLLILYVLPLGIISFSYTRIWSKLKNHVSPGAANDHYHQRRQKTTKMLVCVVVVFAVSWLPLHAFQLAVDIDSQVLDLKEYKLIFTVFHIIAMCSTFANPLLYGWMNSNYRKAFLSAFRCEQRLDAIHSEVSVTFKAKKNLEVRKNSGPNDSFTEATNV
Active calls of the source: *; . = no result given.

SMILES	HCT116 bCat-KO	Yeast lifespan up	HCT116 PTEN-null	Yeast growth inh	Measles CPE	Phagocyt inh	MRP1 act	E-sel TNF inh	GALR2 blocker	NPY-Y2 antag
COc1cc(C2C3C(=O)N(c4ccc(F)cc4)C(=O)C3ON2c2ccccc2)ccc1O (stereo not given)	95	-6	100	17	12	2	-0.4	.	-2	-1
Cn1c(=O)c2c(nc(NCCCO)n2C/C=C/c2ccccc2)n(C)c1=O	75	-6	73	-20	10	0	-2.9	27	4	3
COC(=O)COc1ccc(S(=O)(=O)NCC2CCCO2)cc1Cl (stereo not given)	94	-9	108	-38	2	6	-0.5	25	-1	0
COCCN1C(=O)C(CC(=O)Nc2ccccc2)SC1=Nc1ccc(OC)cc1 (stereo not given)	84	-5	82	-3	3	1	-0.2	6	-4	2
CCN(CC)c1ccc(NC(=O)c2ccccc2Br)cc1S(=O)(=O)Nc1ccccc1OC	68	8	67	3	6	-4	-6.2	5	6	6
CCC(C)(C)NC(=O)C(c1cccn1C)N(Cc1ccc(OC)cc1)C(=O)Cn1nnc2ccccc21 (stereo not given)	57	.	43	-49	2	.	-5.9	-2	1	53*
CC1CCc2c(sc(NC(=O)CSc3ncnc4c3cnn4-c3ccccc3Cl)c2C#N)C1 (stereo not given)	62	-12	69	-21	4	.	1.4	0	-2	0
Cc1cc2c(cc1C)CSC(c1ccccc1OC(=O)C(C)C)SC2	84	-2	72	-15	23	-1	-3.1	-40	6	4
NC(=O)c1ccc(C2SCC(=O)N2Cc2ccccc2)cc1 (stereo not given)	93	-14	102	-22	9	.	-1.7	.	-11	4
CC(C)CC(=O)NC(NCC1CCCO1)C(Cl)(Cl)Cl (stereo not given)	86	-4	94	12	5	0	-0.1	.	-7	-1
C/C(=N\Nc1ccc(C(F)(F)F)cn1)c1ccc(S(=O)(=O)NCc2ccco2)cc1	88	-1	84	-31	3	-3	-1.1	.	-3	-3
O=C(N/N=C/C1CCCCC1)c1cc(Cl)ccc1O	75	-6	95	17	26	.	-5.3	13	3	-1
CCCCN(CC(=O)NCc1ccc(Cl)cc1)S(=O)(=O)c1ccc2c(c1)OCCO2	95	11	98	-59	2	.	-0.6	.	14	1
COc1ccc(C(=O)Nc2nc(-c3cccs3)cs2)cc1	61	-7	44	-15	7	-1	-0.5	-21	-11	3
CCSc1nnc(NC(=O)c2csc(C)c2)s1	83	-13	87	-24	6	-1	0.2	-3	13	1
O=S(=O)(Nc1ccc2c(c1)nc1n2CCN(Cc2ccccc2)C1)c1ccc(F)cc1	97	-1	90	7	7	-1	-3.5	15	5	0
Cc1ccc(C)c(N(C(=O)CCC(=O)Nc2cc(C)on2)C(C(=O)NC2CCCC2)c2ccco2)c1 (stereo not given)	76	42	82	-76	8	2	-1.1	-16	0	1
CC1CC(C)CN(S(=O)(=O)c2ccc(NC(=S)NC(=O)c3ccccc3)cc2)C1 (stereo not given)	81	0	77	-10	7	2	-2.1	.	20	2
Cc1ccc(C2CC(c3ccccc3)=NN2c2ccccc2)o1 (stereo not given)	87	1	86	-59	5	-4	4.0	.	-9	6
COc1ccc(CNC(=O)C2CCN(S(=O)(=O)c3c(C)n[nH]c3C)CC2)cc1	98	3	95	-15	42	0	-1.9	.	17	0
O=C(c1ccccc1)c1coc2ccc(O)c(CN3CCOCC3)c12	90	13	91	-46	6	-1	-0.5	-6	-4	6
COC(=O)c1[nH]c2ccc(Cl)cc2c1NC(=O)CN1CCC(C(N)=O)CC1	92	-14	95	-23	4	0	-1.6	2	1	1
CCC(=O)NC(NC(=S)Nc1ccccc1Br)C(Cl)(Cl)Cl (stereo not given)	86	6	95	-40	2	-1	-1.7	12	-4	7
CCn1c(CNc2ccc(Cl)cc2)nnc1SCc1ccc(Cl)cc1	8	.	13	-8	2	.	-5.7	17	-1	6
CS(=O)(=O)c1ccc2nc(NC(=O)Nc3ccc(Cl)cc3)sc2c1	94	-8	94	13	7	-6	1.5	-6	2	-3
CCOC(=O)c1c(C)[nH]c(C(=O)COC(=O)COc2ccccc2C=O)c1C	94	0	99	-7	1	-13	2.6	.	-2	0
COc1cccc(NC(=O)Cn2cnc3sc(C)c(S(=O)(=O)N4CCCCC4)c3c2=O)c1	88	-8	89	-22	1	5	-4.1	21	3	4
COC(=O)C1=C(N)Oc2cc(C)n(CC3CCCO3)c(=O)c2C1c1ccc(Cl)cc1 (stereo not given)	84	6	73	-47	7	-1	-0.6	9	-3	4
Clc1ccc(CSc2nnc([C@@H]3CCCN3)o2)cc1Cl	12	-7	17	-54	12	0	-1.1	.	4	5
C=CCN(CC=C)c1nc2ccccc2nc1C(C#N)C(=O)OCCOC (stereo not given)	91	8	81	-49	6	1	-1.3	-15	8	2
O=C(Nc1c(C(=O)N2CCOCC2)cnn1-c1ccccc1Cl)c1ccco1	85	-10	92	-10	5	0	-1.0	-23	0	1
CCCc1cc(=O)oc2cc(OCC(=O)NCc3cccs3)ccc12	102	-1	104	-26	9	0	-2.6	0	7	3
COC(=O)c1ccsc1NC(=O)CN1CCN(c2ccc(F)cc2)CC1	59	-10	48	-22	21	-2	-3.5	-6	-14	7
COC(=O)c1ccccc1N(C)C(=O)C12CCC(C)(C(=O)O1)C2(C)C (stereo not given)	90	0	92	-48	5	2	-1.2	-9	-3	3
COc1cccc2cc(C(=O)N3CCC(C)CC3)c(=O)oc12	101	-7	100	-29	9	0	3.0	7	-4	1
C/C(=N\NC(=O)c1ccco1)c1cc2ccccc2o1	93	-6	97	-18	6	-2	-2.6	.	-3	1

Exported bar-delimited: entries from further up
compound | HCT116 bCat-KO | Yeast lifespan up | HCT116 PTEN-null | Yeast growth inh | Measles CPE | Phagocyt inh | MRP1 act | E-sel TNF inh | GALR2 blocker | NPY-Y2 antag
COC(=O)c1ccsc1NC(=O)CN1CCN(c2ccc(F)cc2)CC1 | 59 | -10 | 48 | -22 | 21 | -2 | -3.5 | -6 | -14 | 7
COC(=O)c1ccccc1N(C)C(=O)C12CCC(C)(C(=O)O1)C2(C)C (stereo not given) | 90 | 0 | 92 | -48 | 5 | 2 | -1.2 | -9 | -3 | 3

The listing picks up, starting 2 compounds before the break.
SMILES	HCT116 bCat-KO	Yeast lifespan up	HCT116 PTEN-null	Yeast growth inh	Measles CPE	Phagocyt inh	MRP1 act	E-sel TNF inh	GALR2 blocker	NPY-Y2 antag
COc1cccc2cc(C(=O)N3CCC(C)CC3)c(=O)oc12	101	-7	100	-29	9	0	3.0	7	-4	1
C/C(=N\NC(=O)c1ccco1)c1cc2ccccc2o1	93	-6	97	-18	6	-2	-2.6	.	-3	1
CC1CCN(C(=S)NC2CCCCC2)CC1	98	-5	99	-41	11	-1	0.3	.	-12	1
CCC(C)(C)n1nnnc1C(c1ccccc1)N1CCc2ccccc2C1 (stereo not given)	53	19	43	-17	5	-1	-3.1	17	9	3
Cc1ccc(CC(=O)Nc2ccc(F)c([N+](=O)[O-])c2)cc1	74	2	72	-35	35*	.	-3.5	.	15	0
Cc1ccc(Nc2nc(Oc3ccc(OCc4ccccc4)nn3)nc(N3CCOCC3)n2)cc1	71	8	68	-32	2	-2	-3.1	-18	-8	-1
CCCOc1ccc(CSc2nnc(CCC)n2N)cc1	82	-7	88	-33	4	-2	-0.1	.	9	0
Cc1cc(C)nc(NS(=O)(=O)c2ccc(NC(=S)NC(=O)C3CCCC3)cc2)n1	89	-1	97	-49	4	2	0.5	11	-12	3
CCOC(=O)CNC(=O)CSc1nnc(C)c(=O)[nH]1	89	0	89	-27	7	-2	1.6	.	-6	4
C=CCn1c(CSc2nc3ccccc3s2)nnc1SCC(=O)OCC	80	-22	84	-35	13	0	-1.6	21	-4	5
COC(=O)/C(=N/Nc1ccc(C)cc1)N1CCCc2ccccc21	55	-5	65	-1	7	-8	1.9	.	-3	19*
CC(C)(C)c1ccc(C(=O)N2CCC(C(=O)NCc3ccco3)CC2)cc1	98	.	92	-3	16	.	-3.9	-34	3	2
O=C(CN1CCCCCC1=O)OCc1ncc(-c2ccccc2)o1	93	-8	92	-30	11	-1	-3.0	.	3	0
CCN(CC)S(=O)(=O)c1ccc(C(=O)Nc2c3c(nn2C(C)(C)C)CS(=O)(=O)C3)cc1	86	-25	84	3	4	0	-2.1	.	0	-2
COC(=O)c1ccc(Oc2nc(Nc3ccccc3)nc(N(C)C)n2)cc1	74	-8	83	-66	14	2	0.4	1	9	4
Cc1nnc2n(c1=O)C(CS(=O)(=O)c1ccccc1)CS2 (stereo not given)	96	3	111	-78	24	0	-0.1	-1	0	0
CCOC(=O)c1c(C)[nH]c(C(=O)COC(=O)c2oc3ccc(OC)cc3c2C)c1C	48	-5	85	-52	4	0	-1.1	-11	17	5
Cc1ccc(S(=O)(=O)NCCNC(=O)c2nonc2N)cc1	91	7	96	-8	6	-9	2.1	.	-2	2
CC(=O)Oc1ccc(-c2cccc(C(=O)Oc3ccccc3)c2)cc1	100	-13	87	-31	7	1	-0.9	9	-12	-2
CC(=O)N1C(=O)C2(C(C#N)=C(N)Oc3cc(C)oc(=O)c32)c2ccccc21 (stereo not given)	110	-2	101	-38	6	-1	1.1	3	-7	3
COc1ccc2c(c1)c(C(=O)CN1CCOCC1)c(C)n2C	77	-7	80	27	25	1	-0.3	.	-4	2
Cc1cc(=O)oc(C)c1C(=O)OCC(=O)c1ccc2ccccc2c1	99	-7	91	-39	19	0	-2.8	.	-11	7
COc1cccc(CC(NC(C)=O)C(=O)NC2CCN(c3nc(C)cc(C)c3C#N)CC2)c1 (stereo not given)	85	-12	99	-27	12	-2	-3.0	.	6	1
COc1ccc(N=C2C(=Nc3ccc(OC)cc3)N(c3ccc(OC)cc3)C(=S)N2C)cc1	76	-8	68	-61	18	0	0.4	12	1	-3
O=C(Nc1ccc2c(c1)OCO2)c1ccc(Br)o1	84	-14	91	-69	15	0	-1.0	-10	2	2
Cc1ccc(Cn2nnc(C(=O)Nc3cc(C)ccc3C)c2N)cc1	94	-4	83	-14	2	.	-1.5	0	-6	4
CC(C)NC(=O)c1ccc(-c2cc(C(F)(F)F)ccc2Cl)o1	108	-6	92	-32	6	-3	-0.6	-10	-4	0
Cn1cc(Br)c(C(=O)NC(=S)N2CCN(c3ccccn3)CC2)n1	100	5	107	-21	13	2	1.2	8	0	2
C=CCn1c(N)cc(=O)nc1SCC(=O)NC(C)c1ccccc1 (stereo not given)	83	-21	91	-27	20	-1	-1.5	-19	-2	1
COC(=O)CSc1nnc2n(-c3ccc(OC)cc3)c(=O)c3c4c(sc3n12)CCCCC4	105	-18	97	-44	0	-1	0.8	.	-1	2
COc1ccc(OC)c(C2C(C(C)=O)=C(O)C(=O)N2CCc2ccc(OC)c(OC)c2)c1 (stereo not given)	97	.	101	-28	11	.	0.2	-25	-22	2
COc1ccccc1OCCCn1c(=O)oc2ccc(C)cc21	87	-12	91	-23	4	0	0.2	7	2	2
COc1cccc(OC)c1OCCCOc1ccc([N+](=O)[O-])cc1Cl	76	-6	73	-8	8	.	-0.2	.	0	4
Cn1c(=O)[nH]c(Nc2ccc(F)cc2)c([N+](=O)[O-])c1=O	84	4	89	-3	11	-3	-1.0	.	-1	3
CCN(CC)C(=O)C(C)N(C#N)c1nc(SC)nc(N(C)C)n1 (stereo not given)	91	-5	97	6	16	-2	-2.3	-30	-1	0
